Pol iota inh: blocks human DNA polymerase iota activity | Pol iota fluorescent replication assay, 10 min | 1% of 390,000 active | Q9UNA4 | Potency, µM (doses to about 115 µM), for the others: at the top dose activity, negative = inhibition, usual class: inhibitors
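Pol iota at 10 nM preincubated 15 min with compounds at room temperature; reaction started with fluorescent substrate, 50 nM final. Fluorescence read kinetically at 0 and 10 min; buffer-only wells as negative control.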
POLH inh: DNA polymerase eta (human) inhibition; recombinant Pol eta, fluorescent DNA replication assay; Potency, µM (titrated, usually from 114 µM), inactives show at the highest dose activity change, negative = inhibition, most hits filed as inhibitors; 1.2% of 390,000 active; AID 588591; note: % is set by controls: 0 for no effect and ±100 for the full control effect
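Pol eta at 10 nM preincubated with compounds 15 min at room temperature; reaction started with fluorescent substrate (50 nM final) and read kinetically at 0 and 10 min.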
POLB inh: inhibitors of human DNA polymerase beta; P06746; Pol beta primer extension/strand displacement, fluorescence kinetic; 1.3% of 340,000 active; Potency, µM (titrated, usually from 114 µM), inactives show top-dose activity change, negative = inhibition, actives largely listed as inhibitors; AID 485314; note: % is set by controls: 0 for no effect and ±100 for the full control effect
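Pol beta (10 nM) and compounds were preincubated 15 min at room temperature, then 50 nM substrate (final) started primer extension/strand displacement. Reads were taken at 0 and 10 min; concentration-response data were fitted to a four-parameter Hill equation.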
APEX1 inh: blocks human APE1 abasic DNA cleavage | 0.35% of 350,000 active | recombinant APE1, TAMRA/BHQ-2 abasic DNA cleavage fluorescence | P27695 | Potency, µM (top dose mostly 65.8 µM), inactives show at the highest dose activity change, negative = inhibition, actives largely listed as inhibitors;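 note: plate controls were vehicle for no effect and reference inhibitor for full effect; nearly all actives have a fitted effect of over 55% in size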
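Incision of a quenched TAMRA/BHQ-2 THF abasic-site duplex (50 nM) by 0.75 nM APE1, after 15 min compound preincubation, measured as fluorescence increase over three 60 s reads. Values normalized to buffer, DMSO and NSC13755 control wells.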
BAZ2B inh: inhibitors of human BAZ2B bromodomain; Q9UIF8; 4.4% of 360,000 active; Potency, µM (top dose mostly 114 µM), inactives show top-dose activity change, negative = inhibition, most hits filed as inhibitors; AlphaScreen BAZ2B-H3K14Ac peptide displacement; AID 504333; note: % is set by controls: 0 for no effect and ±100 for the full control effect; nearly all actives have a fitted effect of over 60% in size
Target sequence (Q9UIF8 whole entry, looked up): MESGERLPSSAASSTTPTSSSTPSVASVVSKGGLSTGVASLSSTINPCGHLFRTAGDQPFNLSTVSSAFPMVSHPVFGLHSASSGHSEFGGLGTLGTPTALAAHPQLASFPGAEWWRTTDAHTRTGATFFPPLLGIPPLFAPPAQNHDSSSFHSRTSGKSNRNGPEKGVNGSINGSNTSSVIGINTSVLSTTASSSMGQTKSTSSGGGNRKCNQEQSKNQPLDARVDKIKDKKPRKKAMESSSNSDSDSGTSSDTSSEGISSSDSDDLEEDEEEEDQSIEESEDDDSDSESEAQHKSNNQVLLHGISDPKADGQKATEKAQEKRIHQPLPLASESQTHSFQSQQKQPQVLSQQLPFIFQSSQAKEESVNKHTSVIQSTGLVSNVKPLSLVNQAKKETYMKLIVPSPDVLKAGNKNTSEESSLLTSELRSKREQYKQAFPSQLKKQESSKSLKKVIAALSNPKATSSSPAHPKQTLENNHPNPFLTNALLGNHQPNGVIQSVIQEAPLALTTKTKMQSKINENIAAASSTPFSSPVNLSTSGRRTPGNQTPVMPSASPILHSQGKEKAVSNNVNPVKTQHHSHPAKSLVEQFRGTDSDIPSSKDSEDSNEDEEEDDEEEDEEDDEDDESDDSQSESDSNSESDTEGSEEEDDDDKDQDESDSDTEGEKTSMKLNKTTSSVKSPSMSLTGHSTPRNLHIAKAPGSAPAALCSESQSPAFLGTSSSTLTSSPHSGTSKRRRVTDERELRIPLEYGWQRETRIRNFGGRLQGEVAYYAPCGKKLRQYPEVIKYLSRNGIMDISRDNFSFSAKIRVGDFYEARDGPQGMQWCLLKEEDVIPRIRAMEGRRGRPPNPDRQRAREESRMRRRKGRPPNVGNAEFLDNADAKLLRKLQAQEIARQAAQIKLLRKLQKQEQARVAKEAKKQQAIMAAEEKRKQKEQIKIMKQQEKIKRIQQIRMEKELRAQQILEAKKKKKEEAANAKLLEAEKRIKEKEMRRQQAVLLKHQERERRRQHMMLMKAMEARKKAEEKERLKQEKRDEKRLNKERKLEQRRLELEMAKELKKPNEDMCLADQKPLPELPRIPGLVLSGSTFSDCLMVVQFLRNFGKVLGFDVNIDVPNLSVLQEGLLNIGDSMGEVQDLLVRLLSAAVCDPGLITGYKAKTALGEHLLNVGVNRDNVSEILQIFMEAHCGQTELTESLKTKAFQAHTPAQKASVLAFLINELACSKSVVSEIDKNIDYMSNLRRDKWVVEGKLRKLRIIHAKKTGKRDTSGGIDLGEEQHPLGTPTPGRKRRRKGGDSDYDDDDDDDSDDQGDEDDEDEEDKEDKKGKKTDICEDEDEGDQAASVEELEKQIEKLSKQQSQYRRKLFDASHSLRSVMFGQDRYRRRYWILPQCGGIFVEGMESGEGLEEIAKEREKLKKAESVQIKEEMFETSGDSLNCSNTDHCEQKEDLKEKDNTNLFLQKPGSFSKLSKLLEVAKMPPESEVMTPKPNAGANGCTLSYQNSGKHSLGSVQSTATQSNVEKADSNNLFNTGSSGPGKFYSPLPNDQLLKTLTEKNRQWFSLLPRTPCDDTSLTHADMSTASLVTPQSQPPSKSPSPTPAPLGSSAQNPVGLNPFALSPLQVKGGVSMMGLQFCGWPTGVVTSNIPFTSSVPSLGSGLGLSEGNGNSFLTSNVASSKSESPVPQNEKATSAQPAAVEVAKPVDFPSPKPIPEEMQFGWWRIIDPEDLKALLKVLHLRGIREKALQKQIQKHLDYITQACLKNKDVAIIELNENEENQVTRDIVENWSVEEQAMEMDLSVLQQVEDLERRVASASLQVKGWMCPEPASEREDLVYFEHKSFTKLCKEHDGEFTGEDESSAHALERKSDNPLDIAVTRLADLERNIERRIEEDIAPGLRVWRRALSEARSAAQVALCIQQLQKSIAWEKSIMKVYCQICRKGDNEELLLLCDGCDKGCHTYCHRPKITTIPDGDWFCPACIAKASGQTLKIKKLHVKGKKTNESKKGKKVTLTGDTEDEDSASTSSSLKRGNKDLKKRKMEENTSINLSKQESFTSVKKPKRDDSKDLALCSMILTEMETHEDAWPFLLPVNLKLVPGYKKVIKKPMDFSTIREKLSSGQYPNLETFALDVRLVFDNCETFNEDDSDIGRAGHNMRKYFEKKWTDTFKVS
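BAZ2B 50 nM plus b-H3(5-23)K14Ac 50 nM, PBS pH 7.4/0.01% Tween-20, 30 min RT; compound added (max 110 uM), 30 min RT; streptavidin donor/Ni-chelate acceptor beads 10 ug/mL final, 20 min dark; AlphaScreen read.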
POLK inh: blocks human DNA polymerase kappa activity; Q9UBT6; purified Pol kappa, fluorescent DNA synthesis assay, 10 min; Potency, µM (titrated, usually from 107 µM), for the others: at the highest dose activity, negative = inhibition, hits mostly inhibitors; 0.53% of 400,000 active; AID 588579; note: % is set by controls: 0 for no effect and ±100 for the full control effect
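Kinetic fluorescence readout at 0 and 10 min followed reaction start with substrate at 50 nM final. Beforehand, enzyme (10 nM Pol kappa) stood 15 min with compound at room temperature; buffer-only wells were negative controls.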
G9a block: inhibitors of human histone lysine methyltransferase G9a; Q96KQ7; G9a H3K9 monomethylation, AlphaScreen, 2 h; Potency, µM (top dose mostly 102 µM), inactives show at the highest dose activity, negative = inhibition, actives largely listed as inhibitors; 8.8% of 350,000 active; note: % is set by controls: 0 for no effect and ±100 for the full control effect; nearly all actives have a fitted effect of over 75% in size
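G9a (20 nM) preincubated 15 min RT with compounds, then 500 nM biotinylated H3K9 peptide and 20 uM SAM added; 2 h RT reaction. Monomethyl-H3K9 product detected by AlphaScreen with anti-H3K9me1 antibody, streptavidin donor and anti-rabbit IgG acceptor beads.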
BLM inh: blocks DNA unwinding by human BLM helicase. recombinant BLM DNA unwinding, fluorescence dequenching. Potency, µM (series often up to 56.1 µM), inactives show at the highest dose activity change, negative = inhibition, usual class: inhibitors. AID 2528. 0.2% of 350,000 active. P54132;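 note: plate controls were vehicle for no effect and no enzyme for full effect; nearly all actives have a fitted effect of over 35% in size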
Apoferritin bind: binds horse apoferritin like a general anesthetic | P02791 | apoferritin/1-aminoanthracene competitive binding, fluorescence | Potency, µM (series often up to 77.5 µM), without a hit: at the highest dose activity change, negative = displacement, usual class: inhibitors | 0.074% of 350,000 active; note: % is set by controls: 0 for no effect and ±100 for the full control effect; nearly all actives have a fitted effect of over 20% in size
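In PBS, apoferritin at 10 uM is loaded with 1-AMA from a 50% saturated solution. After 10 min of compound exposure at ambient temperature, reduced 535 nm fluorescence indicates probe displacement.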
* = called active by the depositor; ? = inconclusive; . = no result given; [ ] = another dose, or the depositor's remark. Calls come from the whole dose curve; as a rule, active = well fitted curve in the direction sought with a large enough effect; inconclusive = small, poorly fitted or top-dose-only effect, or another doubt; inactive = no such curve, though single readings can be large; an effect the other way counts as inactive or inconclusive. Potency is the fitted concentration of half-maximal effect. Only part of the results is shown; the hit share may differ from the screen's.

nr	molecule	POLB inh	Apoferritin bind	Pol iota inh	BAZ2B inh	POLH inh	APEX1 inh	G9a block	BLM inh	POLK inh
1	O=C(Nc1ccc(Cl)cc1C(=O)NCc1cccnc1)c1ccc(Cl)cc1Cl	40%	-11%	3%	11%	-13%	1%	0%	-3%	-19%
2	Cc1cc2oc(C(=O)Nc3ccc(S(=O)(=O)N4CCCCCC4)cc3)cc(=O)c2cc1C	61%	-11%	-7%	-5%	-8%	.	8%[59 µM]	-6%	8%
3	CCOc1ccc2c3c(c(=O)oc2c1OCC)CCCC3	11%	?	8%	9%	-13%	-4%	36%[activator]	0%	-9%
4	Cc1cc(O)c(C2=Nc3ccccc3SC(c3ccc(Cl)cc3)C2)c(=O)o1 (stereo unspecified)	10%	-13%	6%	4%	-18%	-4%	?	-1%	-1%
5	CCCCN(C)CCCNC(=O)C1CCC(CNS(=O)(=O)c2c(C)cc(C)cc2C)CC1 (stereo unspecified)	2%	-7%	4%	-1%	-14%	-12%	-5%[12.7 µM]	0%	-12%
6	Cc1ccc(NC(=O)CSc2sc3c(O)cc(=O)[nH]c3c2C#N)cc1C	-21%	-7%	?	-3%	-13%	15%[12.4 µM]	-11%[59 µM]	-1%	-19%
7	O=C(N/N=C/C1=C(N2CCOCC2)C(=C\c2ccccc2)/CC1)Nc1ccccc1	9%	3%	-1%	5%	-16%	-2%	-8%[59 µM]	-3%	1%
8	CC(C)NC(=O)CCS(=O)(=O)c1cccc2nonc12	0%	3%	-10%	-26%	-13%	7%	-33%	1%	10%
9	CC(=O)Nc1nc(SCC(=O)Nc2nnc(C)s2)[nH]c(=O)c1NC(=O)c1cccs1	-22%	-4%	66%[activator]	-3%	-23%	?	-30%	3%	-6%
10	COc1cccc(/C=N/n2nnnc2N)c1O	19%	14%	21%	-20%	-20%	2%	?	-3%	2%
11	O=C(NCCc1ccccc1)c1ccc2c(c1)N(Cc1ccccc1)C(=O)CS2=O (stereo unspecified)	-30%	2%	?	7%	-19%	-4%	-5%[59 µM]	2%	-41%
12	O=S(=O)(c1cccc(C(F)(F)F)c1)n1c(/C=C/c2ccccc2)nc2ccccc21	6%	-14%	-8%	6%	?	.	3%[59 µM]	-10%	-6%[60.1 µM]
13	Cc1nn(CC(=O)NCc2ccc(F)cc2)c2ccccc12	15%	6%	-22%	-31%	-5%	.	-45%[59 µM]	-9%	-1%
14	COc1ccc(NC(=O)CSc2ccc(NC(C)=O)cc2)cc1S(=O)(=O)N1CCOCC1	.	.	-8%	.	0%	8%	.	.	-2%
15	O=Cc1cn(CC(=O)N2CCCCCC2)c2ccccc12	2%	-11%	23%	1%	-3%	2%	-23%	1%	0%
16	COc1ccccc1CNC(=O)c1ccc(-c2ccccc2C(F)(F)F)o1	-1%	-9%	16%	-33%	-15%	?	?	-9%	0%
17	Cc1c(Cl)cnc(NC(=O)COC(=O)/C=C/c2ccco2)c1Cl	.	.	22µM*	50µM*	22µM*	?	45µM*	.	79µM*
18	COc1ccc(-c2cc(C(F)(F)F)nc(N3CCOCC3)n2)cc1OC	-5%	-3%	18%	3%	-2%	1%	23%[59 µM]	-6%	-11%
19	CCc1nnc(NS(=O)(=O)c2ccc(Nc3ccc4nonc4c3[N+](=O)[O-])cc2)s1	6%	-18%	70%[activator]	-35%	4%	-1%	-31%	-4%	-21%
20	COC(=O)Cn1c2ccc(Cl)cc2c2nc(C)sc21	3%	-6%	48%[activator]	-5%	-18%	-2%	.	-1%	-2%

Part of the list above, in transposed form:
#1 O=C(Nc1ccc(Cl)cc1C(=O)NCc1cccnc1)c1ccc(Cl)cc1Cl
#2 Cc1cc2oc(C(=O)Nc3ccc(S(=O)(=O)N4CCCCCC4)cc3)cc(=O)c2cc1C
#3 CCOc1ccc2c3c(c(=O)oc2c1OCC)CCCC3
#4 Cc1cc(O)c(C2=Nc3ccccc3SC(c3ccc(Cl)cc3)C2)c(=O)o1 (stereo unspecified)
#5 CCCCN(C)CCCNC(=O)C1CCC(CNS(=O)(=O)c2c(C)cc(C)cc2C)CC1 (stereo unspecified)
#6 Cc1ccc(NC(=O)CSc2sc3c(O)cc(=O)[nH]c3c2C#N)cc1C
#7 O=C(N/N=C/C1=C(N2CCOCC2)C(=C\c2ccccc2)/CC1)Nc1ccccc1
#8 CC(C)NC(=O)CCS(=O)(=O)c1cccc2nonc12
#9 CC(=O)Nc1nc(SCC(=O)Nc2nnc(C)s2)[nH]c(=O)c1NC(=O)c1cccs1
#10 COc1cccc(/C=N/n2nnnc2N)c1O

entry no.	1	2	3	4	5	6	7	8	9	10
POLB inh	40%	61%	11%	10%	2%	-21%	9%	0%	-22%	19%
Apoferritin bind	-11%	-11%	?	-13%	-7%	-7%	3%	3%	-4%	14%
Pol iota inh	3%	-7%	8%	6%	4%	?	-1%	-10%	66%[activator]	21%
BAZ2B inh	11%	-5%	9%	4%	-1%	-3%	5%	-26%	-3%	-20%
POLH inh	-13%	-8%	-13%	-18%	-14%	-13%	-16%	-13%	-23%	-20%
APEX1 inh	1%	.	-4%	-4%	-12%	15%[12.4 µM]	-2%	7%	?	2%
G9a block	0%	8%[59 µM]	36%[activator]	?	-5%[12.7 µM]	-11%[59 µM]	-8%[59 µM]	-33%	-30%	?
BLM inh	-3%	-6%	0%	-1%	0%	-1%	-3%	1%	3%	-3%
POLK inh	-19%	8%	-9%	-1%	-12%	-19%	1%	10%	-6%	2%

#11 O=C(NCCc1ccccc1)c1ccc2c(c1)N(Cc1ccccc1)C(=O)CS2=O (stereo unspecified)

entry no.	11
POLB inh	-30%
Apoferritin bind	2%
Pol iota inh	?
BAZ2B inh	7%
POLH inh	-19%
APEX1 inh	-4%
G9a block	-5%[59 µM]
BLM inh	2%
POLK inh	-41%

(further entries)
nr	molecule	POLB inh	Apoferritin bind	Pol iota inh	BAZ2B inh	POLH inh	APEX1 inh	G9a block	BLM inh	POLK inh
21	CCOC(=O)c1cc(-c2ccccc2)nn1CCC#N	-5%	-9%	15%	5%	-21%	-4%	10%	-2%	-14%
22	CN(CCCNC(=O)CCC(=O)N1CCOc2ccccc21)Cc1ccccc1	9%	-12%	4%	30%[activator]	-15%	12%	.	-9%	-5%
23	O=C(NCCC1=CCCCC1)c1cc(S(=O)(=O)N2CCOCC2)ccc1F	.	.	11%	-6%	-5%	-10%	?	.	-8%
24	CCN(Cc1ccccc1)C(=O)Cn1c(=O)n(CCC(=O)N2CCCCC2)c(=O)c2sccc21	89%	6%	12%	-12%[57.1 µM]	-16%	37%	17%	1%	0%
25	CCc1cccc(NC(=O)Cn2c(=O)n(CC(=O)NCCc3ccccc3)c(=O)c3ccccc32)c1	12%	1%	?	?	-3%	.	-17%[59 µM]	-1%	?
26	CCOc1ccc(-c2nnn(CC(=O)NCc3ccc(OC)cc3)n2)cc1OCC	?	-7%	40%[activator]	9%	-10%	-3%	-9%	-1%	-2%[60.1 µM]
27	Cc1cc(=O)[nH]c(N/N=C/c2sccc2C)n1	-8%	33%[activator]	-2%	1%	?	-1%	?	4%	-7%
28	COc1ccc(-n2c(=S)[nH]c3cc(C(=O)NCc4ccccc4)ccc3c2=O)c(OC)c1	4%	-10%	43%[activator]	0%	-18%	30%	22µM*	-7%	3%
29	CCn1cc(Br)c(-c2nc3ccccc3c(=O)n2N)n1	14%	?	10%[58.9 µM]	1%	-18%	6%	14%[59 µM]	2%	-3%
30	COc1ccc(CNS(=O)(=O)c2ccc(F)c(C(=O)Nc3c(C)cc(C)cc3C)c2)cc1	26%	-10%	19%	5%	-10%	.	-2%[59 µM]	-1%	-3%[60.1 µM]
31	O=c1nc(-c2ccccc2)c(-c2ccccc2)n[nH]1	-22%	3%	18%	-14%	-9%	37%	21%	-5%	-7%
32	CC(=O)Nc1cc2ccccc2oc1=O	0%	-3%	48%[activator]	2%	-2%	2%	4%	-9%	0%
33	CN(C)c1ccc(/C=N/NC(=O)c2cc(-c3ccc4c(c3)OCO4)n[nH]2)cc1	?	-6%	143%[activator]	-3%	-9%	13%	.	-3%	-7%
34	COc1ccnc2c1c(=O)n(Cc1ccc(Cl)cc1Cl)c(=O)n2C	-19%	-2%	7%	-13%[57.1 µM]	-20%	44%	4%	-1%	6%
35	CCOc1ccccc1NC(=O)CSc1ncnc2c1oc1ccccc12	9%	-8%	1%[58.9 µM]	-26%	-1%	0%	-31%	-2%	1%
36	CCN(C(=O)c1cnc2ccc(C)cn2c1=O)c1ccccc1	20%	-1%	3%	1%	3%	.	0%[59 µM]	-1%	1%
37	CCn1c(CN2CCOCC2)nc2cc(NC(=O)c3ccccc3[N+](=O)[O-])ccc21	7%	-4%	-9%	-15%	4%	.	-16%[59 µM]	-4%	-2%
38	CCCOc1ccc(OCCOCCNCc2ccccc2)cc1	8%	-5%	24%	?	-24%	-1%	32µM*	-9%	-9%
39	COc1cccc(C(=O)N/N=C/c2cn[nH]c2-c2ccc(OC)cc2OC)c1	12%	-16%	-1%	-5%	?	-6%	29%	2%	-11%
40	O=C(Cc1ccccc1[N+](=O)[O-])Nc1ccccc1C(=O)N1CCCC1	-2%	-5%	24%	-17%	-11%	-4%	-30%	3%	3%
41	C=CCOC(=O)C(=O)/C=C/c1ccc2c(c1)Cc1ccccc1-2	8%	-23%	13µM*	?	3%	-3%	-10%[12.7 µM]	-6%	-6%
42	Cc1ccc(NC(=O)CSC(C)C(=O)OC(C)C(=O)NC2CCCCC2C)cc1 (stereo unspecified)	.	.	19%	10%	-10%	0%	1%[59 µM]	.	-6%
43	Cc1ccccc1NS(=O)(=O)c1cc(S(C)(=O)=O)ccc1Cl	0%	7%	30%	4%	-7%	1%	2%[12.7 µM]	0%	-3%[60.1 µM]
44	CCN(CC)C(=O)C1CCN(C(=O)c2oc3ccc(C)cc3c2C)CC1	34%	-12%	0%	0%	?	-1%	26%	1%	-4%
45	Cc1cc(C)cc(NS(=O)(=O)c2ccc3c(c2)CCCN3C(=O)C2CCC2)c1	13%	5%	-6%	1%	-8%	.	2%[59 µM]	-8%	-3%[60.1 µM]

Screens deposited in PubChem BioAssay by National Center for Advancing Translational Sciences (NCATS).
